Bioassay records as filed in PubChem BioAssay.
PTHR1 agonist: PTHR1 (human) receptor agonism; HEK293 GP2 PTHR1 cells, GloSensor cAMP luminescence, 1 h; Potency, µM (highest dose often 115 µM), for inactives: at the top dose activation, hits mostly activators; Q03431; 0.075% of 410,000 active; further: potency means the concentration at half of the fitted maximal effect; nearly all actives have a fitted effect of over 55% in size; some results filed as inactive show a strong effect at the top dose; inactives centre near -15; many of its hits are not listed in these tables
Target sequence (Q03431 whole entry, looked up): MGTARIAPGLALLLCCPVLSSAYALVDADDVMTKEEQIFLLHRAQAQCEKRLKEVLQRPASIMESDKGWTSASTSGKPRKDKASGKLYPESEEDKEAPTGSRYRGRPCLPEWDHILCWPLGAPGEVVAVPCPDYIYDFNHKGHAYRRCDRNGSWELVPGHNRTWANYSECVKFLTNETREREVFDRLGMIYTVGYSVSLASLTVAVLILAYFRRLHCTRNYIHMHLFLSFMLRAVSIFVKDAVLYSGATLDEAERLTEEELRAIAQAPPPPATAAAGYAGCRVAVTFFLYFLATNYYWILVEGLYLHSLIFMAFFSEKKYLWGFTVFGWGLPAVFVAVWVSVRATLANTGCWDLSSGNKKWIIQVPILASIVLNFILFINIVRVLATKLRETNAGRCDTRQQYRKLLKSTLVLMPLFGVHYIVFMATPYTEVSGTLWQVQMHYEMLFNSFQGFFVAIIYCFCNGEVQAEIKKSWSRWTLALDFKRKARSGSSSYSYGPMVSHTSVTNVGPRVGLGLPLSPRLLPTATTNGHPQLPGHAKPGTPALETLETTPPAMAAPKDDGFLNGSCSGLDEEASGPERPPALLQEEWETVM
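HEK-293-derived GP2 cells expressing PTHR1 and a GloSensor cAMP reporter, 3,000/well, plated overnight, given luciferin plus IBMX (each 0.5 mM as added) for 1 h at 37 °C, then compound for 1 h at 37 °C. Luminescence was read after 15 min at room temperature.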
GLP1R inv ag: GLP-1 receptor (human) inverse agonism; HEK293 GLP-1R CRE-luciferase, luminescence, 24 h; GLP-1R form is constitutively active; Potency, µM (doses to about 38.3 µM), without a hit: at the highest dose activity change, negative = inhibition, usual class: inhibitors; 1.6% of 410,000 active; AID 624417; P43220; further: potency means the concentration at half of the fitted maximal effect; on the % scale 0 is the no-effect control and ±100 the full control effect; nearly all actives have a fitted effect of over 55% in size
Target sequence (P43220 whole entry, looked up): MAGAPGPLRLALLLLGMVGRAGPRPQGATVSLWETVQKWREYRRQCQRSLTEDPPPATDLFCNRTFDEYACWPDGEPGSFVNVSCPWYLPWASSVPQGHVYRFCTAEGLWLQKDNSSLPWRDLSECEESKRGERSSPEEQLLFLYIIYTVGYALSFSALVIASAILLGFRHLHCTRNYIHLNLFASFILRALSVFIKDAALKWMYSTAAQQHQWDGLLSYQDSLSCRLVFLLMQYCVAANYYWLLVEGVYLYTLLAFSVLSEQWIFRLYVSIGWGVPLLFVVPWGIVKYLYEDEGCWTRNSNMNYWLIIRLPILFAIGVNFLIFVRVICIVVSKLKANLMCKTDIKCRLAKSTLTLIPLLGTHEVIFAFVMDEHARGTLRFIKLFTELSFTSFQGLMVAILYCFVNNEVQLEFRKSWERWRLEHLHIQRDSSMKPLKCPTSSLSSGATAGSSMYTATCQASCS
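HEK293 cells stably co-expressing constitutively active GLP-1R and a cAMP-responsive luciferase reporter were seeded in DMEM with 10% Nu serum, given compounds after 12 h, and incubated 24 h at 37 deg C. Luminescence was then read.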
Abeta rescue: compounds reversing amyloid beta toxicity in yeast. AID 1347071. 0.063% of 410,000 active. Potency, µM (highest dose often 46.1 µM), without a hit: at the highest dose growth rescue, usual class: activators. yeast expressing A-beta42, growth rescue, OD600, 48 h; response scale: 0% DMSO, 100% iron-clioquinol control; further: potency means the concentration at half of the fitted maximal effect; nearly all actives have a fitted effect of over 55% in size
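Yeast growth medium received pinned compounds, then yeast cells expressing toxic A-beta were added; plates incubated at 30 C for 48 hr. Growth read as absorbance at 600 nm, normalized to DMSO and equimolar FeCl3 plus clioquinol controls.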
GLP1R ag: agonists of human GLP-1 receptor. P43220. AID 624172. HEK293 GLP-1R CRE-luciferase, luminescence, 4-6 h; cells express a hypersensitive GLP-1R form. 0.007% of 380,000 active. Potency, µM (highest dose often 45.6 µM), without a hit: at the highest dose activation, actives largely listed as activators; further: potency means the concentration at half of the fitted maximal effect; % of control where 0% means no effect
TDP-43 yeast inh: inhibitors of TDP-43 toxicity in yeast. TDP-43 expressing yeast growth rescue, BacTiter-Glo, 24 h. AID 652104. 1.8% of 410,000 active. Potency, µM (highest dose often 46.1 µM), for inactives: top-dose growth rescue (activation), usual class: activators; further: potency means the concentration at half of the fitted maximal effect; % of control where 0% means no effect; nearly all actives have a fitted effect of over 50% in size
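Readout is BacTiter-Glo luminescence of cell growth, so inhibitors register as activators. TDP-43-expressing yeast at OD600=0.02 in galactose medium, after raffinose pregrowth to mid-log, were incubated with compound for 24 hr at 30 deg C.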
D3 antag: blocks the human D3 dopamine receptor; D3R cells, DiscoveRx beta-arrestin luminescence, antagonist mode; hits give low values; P35462; max response, negative = inhibition, %; 2.5% of 360,000 active; AID 652054; in the data active means max response below about -50%; inconclusive means no clear call, values can overlap the other calls; further: on the % scale 0 is the no-effect control and ±100 the full control effect; mostly tested at two doses, the higher about 12 µM
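Cells expressing the human receptor were seeded at 1500 cells/well, incubated overnight at 37 degrees C in 5% CO2, then exposed to library compounds with dopamine controls for 90 minutes at 37 degrees C before luminescent detection.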
pAkt inh: Akt phosphorylation inhibition. Neuro2A IGF-stimulated pAkt S473 HTRF, 20 min; hits give low values. activity change, % for hits at 50 µM. 0.32% of 360,000 active. AID 651550; in the data active means activity change below about -80%; inconclusive means mostly about -51% to -80%; further: on the % scale 0 is the no-effect control and ±100 the full control effect
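Single-point screen (50 µM final compound) in Neuro2A cells stimulated 20 min with 6 nM IGF at 37 deg C. After lysis, Ser473-phosphorylated Akt read by HTRF (ex 330 nm, em 615/665 nm) as the 665/615 ratio.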
FUS yeast rescue: rescues growth of FUS-expressing yeast; AID 1347120; Potency, µM (series often up to 76.6 µM), without a hit: top-dose growth rescue (activation), hits mostly activators; S. cerevisiae FUS-expressing, growth rescue, OD600, 24 h; 0.24% of 390,000 active;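 further: potency means the concentration at half of the fitted maximal effect; plate controls were DMSO vehicle for no effect and reference control for full effect; nearly all actives have a fitted effect of over 55% in size; some results filed as inactive show a strong effect at the top dose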
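FUS-expressing yeast, raffinose-pregrown, induced in 2% galactose minimal medium at OD 0.005; compounds in a dilution series, 24hr at 30C. Growth restoration read as absorbance at 600 nm. CP55940 positive control, DMSO negative.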
aSyn rescue: alpha-synuclein toxicity inhibition in yeast; Yeast expressing alpha-synuclein, growth rescue, BacTiter-Glo, 24 h; Potency, µM (series often up to 46.1 µM), for inactives: top-dose growth rescue (activation), actives largely listed as activators; 0.14% of 370,000 active; further: potency means the concentration at half of the fitted maximal effect; % of control where 0% means no effect; nearly all actives have a fitted effect of over 65% in size
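Galactose-induced alpha-syn yeast (OD600=0.02, raffinose-pregrown) + pinned cpd, 24 hr, 30 deg C; growth by BacTiter-Glo luminescence. Growth restoration scores as activation.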
Numbers without * were called inactive; i = inactive; ? = inconclusive; · = not tested or not shown; [ ] = another dose, or the depositor's remark. Unless noted, the call rests on the fitted dose curve; in most records, active means well fitted curve in the direction sought with a large enough effect; inconclusive means small, poorly fitted or top-dose-only effect, or another doubt; inactive means no such curve, though single readings can be large; an effect the other way counts as inactive or inconclusive. An excerpt. The share of hits here may be higher or lower than overall.

Order of values – PTHR1 agonist, GLP1R inv ag, Abeta rescue, GLP1R ag, TDP-43 yeast inh, D3 antag, pAkt inh, FUS yeast rescue, aSyn rescue
- CC1CN(S(=O)(=O)c2cccc(C(=O)NCC3COc4ccccc4O3)c2)CC(C)O1 (stereo unspecified)
  -5%, ?, -4%, 8%, 8%, 0, i, 16%, 3%
- CCOc1ccc(S(=O)(=O)Nc2ccccc2C(=O)N2CCCC2)cc1
  i, -16%, 20%, 9%, 14%, 5, i, 9%, 11%
- CCOC(=O)N1CCN(C(=O)c2cccn3c(=O)c4cc(Br)ccc4nc23)CC1
  i, 7%[7.66 µM], 6%, -2%, -14%, 19, i, -1%, 13%
- CCOc1ccc(C(=O)CCC(=O)NCC(=O)Nc2ccc(F)c(F)c2F)cc1
  i, -2%, 13%, -3%, 19%, 2, i, -7%, 28µM*
- O=C(/C=C/c1ccco1)Nc1sc2c(c1C(=O)O)CCC2
  -60%[inhibitor][57.5 µM], -11%, -31%[inhibitor], 0%, -42%[inhibitor], -26, i, 39%, -2%
- Clc1ccccc1-c1nc2ccccc2[nH]1
  -12%, 5%, -1%, 21%, -6%[1.82 µM], -4, i, -2%, -17%
- Cc1ccc(C(=O)Nc2cccc(S(=O)(=O)N(C)c3ccccc3)c2)o1
  -9%, -40%, 1%, -4%, ?, 5, i, ·, -17%
- C[C@@H](NC(=O)c1nc[nH]c1C(=O)N1CCN(C(=O)OC(C)(C)C)CC1)c1ccccc1
  -21%, ?, -4%, -3%, 12%, 4, i, 3%, 0%
- COc1ccc(/C=C/C(=O)N(c2ccccn2)C2CCCCC2)cc1OC
  ?, 52%[activator], -5%, 22%, -2%, -7, i, 7%, -5%
- CC(C)[C@H](NC(=O)c1ccccc1)C(=O)OCC(=O)N1CCCc2ccccc21
  -33%[inhibitor], -19%, -12%, 9%, -12%, -9, i, 4%, 0%
- CC(=O)O[C@H]1CC(=O)OC(C)(C)C2CC(=O)[C@]3(C)C(CC[C@@](C)([C@@H](O[C@@H]4O[C@H](CO)[C@@H](O)[C@H](O)[C@H]4O)c4ccoc4)[C@@]34O[C@@H]4C(=O)O)[C@]21C (stereo partly specified)
  -2%, 4%, 6%, -6%, -1%, -30, i, -27%, -1%
- COC(=O)Cc1ccc(N(Cc2ccccc2F)S(=O)(=O)c2ccc(C)cc2)cc1
  -20%, ?, -16%, 11%, -26%[0.397 µM], -13, i, 16%, -11%
- CCc1c(C)nc2ncnn2c1N1CCCC(C(=O)NCc2ccc3c(c2)OCO3)C1 (stereo unspecified)
  i, 0%, 9%, 4%, -11%, 20, i, 9%, 3%
- Cc1oc(-c2ccccc2F)nc1CSCC(=O)N1CCN(c2ccccc2)CC1
  -15%, ?, -8%, ·, 32µM*, ·, ·, 40%, ·
- CCOc1ccc(NC(=O)CN(C)C(=O)c2ccccc2SCc2c(C)noc2C)cc1OCC
  -3%, 15%, 7%, 13%, 17%, -4, i, 33%, -10%
- CCOC(=O)CC(NC(=O)CCc1c(C)nc2nc(C)nn2c1C)c1ccc(C)cc1 (stereo unspecified)
  -9%, 10%, -22%, 7%, -7%[0.397 µM], 18, i, -4%, 3%
- Cc1ccc(S(=O)(=O)CC(=O)Nc2nc(C(C)(C)C)cs2)cc1
  -17%, ?, -2%, 14%, 7%, 32, i, 2%, 13%
- CC(C(=O)OCC(=O)N(C)C1(C#N)CCCCC1)N1C(=O)c2ccccc2C1=O (stereo unspecified)
  -4%, -10%, -8%, 11%, 11%, 7, i, 2%, 1%
- CCOc1ccc(N(CC(=O)N/N=C/c2cccnc2)S(C)(=O)=O)cc1
  i, 9%, 5%, 9%, -6%, 5, i, 2%, 3%
- Cc1cccnc1NC(=O)c1ccccc1NC(=O)C(C)(C)C
  -5%, 5%, 13%, -2%, 5%, -4, i, 5%, 1%
- Cc1cccc(/C=N/c2sc3c(c2C(=O)OC(C)(C)C)CCN(C)C3)c1O
  i, -19%, -24%, -1%, -1%, -5, i, ·, 0%
- O=C(c1ccc(Br)o1)N1CCN(c2ccccc2F)CC1
  i, -2%, 26%, 20%, 0%, 11, i, 9%, 1%
- Cc1ccc(NC(=O)N2CCCC(c3nc(-c4ccc(F)cc4)no3)C2)cc1 (stereo unspecified)
  -43%[inhibitor], 7.9µM*, 2%, 1%, 35µM*, 39, i, 3%, 6%
- CCOC(=O)C1=C(COC(=O)CNC(=O)c2ccc(Cl)cc2Cl)NC(=O)NC1C (stereo unspecified)
  -61%[inhibitor], 18%, 0%, -15%, 14%, -7, i, 28%, -2%
- CC(c1ccco1)N(C(=O)c1cccc(Br)c1)c1ccccn1 (stereo unspecified)
  -4%, -4%, -4%, -1%, -11%, 10, i, 10%, 1%
- CC1CCCCN1C(=O)COC(=O)/C=C/c1ccc2ccccc2n1 (stereo unspecified)
  -53%[inhibitor], -41%, -13%, 5%, ?, 27, i, -13%, 16%
- Cc1nc2sc(C(=O)Nc3ccc(F)cc3)c(N)c2c(-c2ccc(Br)cc2)c1C(=O)Nc1ccc(Cl)cc1
  i, 0%, -26%, ·, 1%, ·, ·, 43%, ·
- Cc1ccccc1NS(=O)(=O)c1c(C(=O)N2CCCCCC2)c(C)n(C)c1C
  i, 1%, 1%, -4%, 4%, 12, i, -4%, -7%
- COc1ccc(-c2csc(-c3ccc(C(=O)O)cc3)n2)cc1
  -41%[inhibitor], -6%, -7%, -4%, 4%, -4, i, -22%, 7%
- O=C(CNc1cccc(F)c1)N1CCc2ccccc2C1
  -28%, ?, 25%, 7%, 9%, -2, i, 6%, 16%

Continued:
Order of values – PTHR1 agonist, GLP1R inv ag, Abeta rescue, GLP1R ag, TDP-43 yeast inh, D3 antag, pAkt inh, FUS yeast rescue, aSyn rescue
- CC(C)(C)C(=O)Nc1ccc(NC(=O)c2ccco2)nc1
  -40%[inhibitor], -96%, 4%, -8%, 0%, -1, i, -7%, 2%
- O=C1CC(c2ccccc2)C(c2ccccc2)=NN1 (stereo unspecified)
  i, 2%, -22%, 6%, 0%, 12, i, 5%, 14%
- COc1ccc(NC(=O)C2=C(C)Nc3ncnn3C2c2ccc(C)o2)cc1 (stereo unspecified)
  i, -2%, 0%, 4%, 25%, ·, ·, -2%, 1%
- COc1ccc(-c2n[nH]c(C)c2-c2cnn(-c3ccccc3)c2)c(O)c1C
  i, ?, 20%, -18%, 0%, 5, i, 15%, -1%
- CC(=O)Nc1ccc(C(=O)NCCc2ccccc2)cc1
  i, 38%, 0%, -1%, 1%, -12, i, 15%, -2%
- CC(=O)N1CCN(CC(=O)Nc2ccccc2Sc2ccccc2)CC1
  -4%, 4%, 12%, -2%, -12%, 0, i, ·, -3%
- CSc1nc2ccc(NC(=O)CS(=O)(=O)c3ccccc3)cc2s1
  -45%[inhibitor], 1%, 1%, 19%, 31%, 10, i, -16%, 11%
- CCCC(=O)Nc1ccc(Cl)c(NC(=S)NC(=O)c2ccco2)c1
  i, 9%, -9%, 0%, 1%, -19, i, 10%, -19%
- O=C(O/N=C(\c1ccccc1)c1ccccn1)c1cccc2ccccc12
  i, -23%, 1%, 10%, 6%, -9, i, ·, -21%
- Cc1nn(-c2ccccc2)c2sc(-c3nnc(SCC(=O)O)o3)cc12
  12%[57.5 µM], -31%, -3%, 1%, -11%, 10, i, 11%, -8%
- Cc1ccc(-n2c(=O)c3cccnc3n2CC(=O)Nc2cc(C)cc(C)c2)cc1
  i, 6%, -9%, ·, 2%, ·, ·, -8%, ·
- C/C(=C/C#N)Nc1ccc(C)cc1
  i, 6%, 27%, -1%, ·, -28, i, 17%, -2%
- Cc1cccc(CNC(=O)CCCN2C(=O)c3cccnc3Oc3ccccc32)c1
  -5%, 6%, 3%, ·, 20%, ·, ·, 16%, ·
- Cc1nn(Cc2ccc(F)cc2)c(C)c1NC(=O)c1cccnc1Cl
  i, -10%, -15%, 3%, -15%, 22, i, 16%, -1%
- COC(=O)c1ccccc1NC(=O)CN1CCC(C(=O)c2ccc3c(c2)OCCO3)CC1
  -35%[inhibitor], 0%, -2%, 8%, -11%, 43, i, -15%, -5%
- CC(C)(C)CC(C)(C)NC(=O)/C=C/C(=O)O
  i, -7%, 0%, -10%, -3%, 2, i, -7%, 0%
- CCCOc1ccc(/C=C/C(=O)Nc2ccc([N+](=O)[O-])cc2C)cc1OC
  i, -10%, 2%, -5%, 10%, 14, i, 12%, -12%
- CCc1nnc(NC(=O)COc2ccc3ccccc3c2)s1
  i, -4%, -2%, 0%, 14%, 6, i, -13%, -2%
- COc1ccc(-c2csc(N3CCN(S(=O)(=O)c4ccc5c(c4)NC(=O)CO5)CC3)n2)cc1
  -23%, 1%, -5%, 1%, 0%, 18, i, 32%, 0%
- COc1ccc(C/C(N)=N/OC(=O)C(c2ccccc2)c2ccccc2)cc1OC
  i, ?, 4%, ?, -6%, 21, i, 18%, 4%
- Cc1ccc(C(C)C)cc1OCCCCN1CCCC1
  -20%, ?, 5%, 13%, 3%, ?, i, ·, 2%
- Oc1ccc2ccccc2c1/C=N/Nc1ccccc1
  -5%, ?, 5%, -4%, -15%, -22, i, ·, 15%

Limited to aSyn rescue, FUS yeast rescue and GLP1R ag (3 entries from above):
Compound	aSyn rescue	FUS yeast rescue	GLP1R ag
CC(C)(C)C(=O)Nc1ccc(NC(=O)c2ccco2)nc1	2%	-7%	-8%
Cc1nn(Cc2ccc(F)cc2)c(C)c1NC(=O)c1cccnc1Cl	-1%	16%	3%
Cc1ccc(-n2c(=O)c3cccnc3n2CC(=O)Nc2cc(C)cc(C)c2)cc1	·	-8%	·
